# ULK1 inh – human ULK1 kinase inhibition, primary screen; AlphaScreen Atg13 phosphorylation by ULK1, luminescence; inhibition, % at 5.96 µM; 1.9% of 30,000 active; AID 1259251; in the data active means inhibition above about 43%;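 further: 0% = median of compound wells and 100% = no enzyme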
# Target sequence (O75385 whole entry, looked up): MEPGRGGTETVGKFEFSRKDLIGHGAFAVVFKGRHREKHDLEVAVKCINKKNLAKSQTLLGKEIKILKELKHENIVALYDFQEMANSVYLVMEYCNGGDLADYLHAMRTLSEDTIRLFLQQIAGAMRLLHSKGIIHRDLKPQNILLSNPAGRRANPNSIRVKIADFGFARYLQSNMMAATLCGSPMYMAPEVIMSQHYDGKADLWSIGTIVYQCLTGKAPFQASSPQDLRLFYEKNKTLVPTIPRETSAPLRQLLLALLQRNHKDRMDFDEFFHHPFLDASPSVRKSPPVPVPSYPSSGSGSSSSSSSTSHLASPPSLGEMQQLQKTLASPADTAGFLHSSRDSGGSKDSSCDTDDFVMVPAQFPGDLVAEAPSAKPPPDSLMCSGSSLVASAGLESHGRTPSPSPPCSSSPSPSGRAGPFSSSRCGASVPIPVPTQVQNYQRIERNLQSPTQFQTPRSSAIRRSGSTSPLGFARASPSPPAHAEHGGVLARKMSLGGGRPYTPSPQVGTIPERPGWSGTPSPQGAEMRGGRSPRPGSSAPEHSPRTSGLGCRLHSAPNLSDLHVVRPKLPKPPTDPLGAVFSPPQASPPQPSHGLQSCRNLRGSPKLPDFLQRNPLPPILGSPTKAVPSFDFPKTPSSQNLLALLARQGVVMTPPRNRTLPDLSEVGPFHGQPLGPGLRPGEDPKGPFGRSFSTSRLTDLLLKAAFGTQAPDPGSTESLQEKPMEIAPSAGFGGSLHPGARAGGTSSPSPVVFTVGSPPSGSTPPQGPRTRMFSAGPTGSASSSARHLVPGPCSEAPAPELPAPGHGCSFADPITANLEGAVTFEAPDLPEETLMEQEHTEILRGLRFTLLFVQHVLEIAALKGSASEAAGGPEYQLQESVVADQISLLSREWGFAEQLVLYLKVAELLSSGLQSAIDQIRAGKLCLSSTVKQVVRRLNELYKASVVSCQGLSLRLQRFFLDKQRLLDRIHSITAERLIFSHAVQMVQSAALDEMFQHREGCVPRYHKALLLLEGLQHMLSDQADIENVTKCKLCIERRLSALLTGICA
# ASK1 primary – inhibitors of human ASK1 kinase; Q99683; AlphaScreen MKK6 phosphorylation by ASK1, luminescence; inhibition, % at 7.44 µM; 0.99% of 22,000 active; in the data active means inhibition above about 35%;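 further: 0% = median of compound wells and 100% = no enzyme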
# * hit, by the source's call; · = no result given.
SMILES,ULK1 inh,ASK1 primary
O=C(NC1CC1)c1ccc(-c2nc(NCCCN3CCCC3=O)c3ncn(-c4ccsc4)c3n2)cc1,-1.9,5.7
CC(C)N(CCNc1ncnc2c1nc(Nc1ncccn1)n2C(C)C)C(C)C,-3.1,-11.2
COc1cc(Nc2nc(-c3ccc(C(=O)NC4CC4)cc3)nc3c2ncn3C2CCCCC2)cc(OC)c1OC,16.1,34.0
Nc1ccc(S(=O)(=O)Nc2cnc3ccccc3n2)cc1,10.6,·
O=C(Nc1ccc2[nH]ncc2c1)c1ccc(N[C@@H](CO)Cc2ccccc2)nc1,-1.0,-23.8
CC(C)(C)OC(=O)N1CCCC(NC(=O)c2cccc(-n3cc(NC(=O)Cc4ccccc4)cn3)c2)C1 (stereo unspecified),-12.0,-2.1
CN(C)CCN(Cc1cccs1)c1ccccn1,10.0,·
COc1cccc(-c2nc3ccccc3c(=O)[nH]2)c1,-2.3,-0.4
Cc1nn(C)c(C)c1-c1cccc(C(=O)NCCc2ccc(O)cc2)n1,-0.1,6.3
NC(=O)OCC(O)COc1ccc(Cl)cc1 (stereo unspecified),-2.0,·
CCN(CC)c1ncnc2ccc(Br)cc12,-4.5,·
COc1ccc(C(N)c2nc3cc(-c4ccnc(N)n4)c(F)cc3[nH]2)cc1 (stereo unspecified),10.4,10.0
O=C(NCCCN1CCCC1=O)c1csc(Nc2cnccn2)n1,15.1,-10.0
CCc1c[nH]c2ncnc(-c3ccc(NC(=O)Nc4cccc(C(=O)NC(C)C)c4)cc3)c12,15.6,17.9
O=CC(O)C(O)C(O)C(O)C(=O)O (stereo unspecified),-4.6,·
Cc1ncn(-c2ccc(Nc3nccc(-c4cc(F)cc(-c5ccnn5C)c4)n3)cc2)n1,14.9,19.2
CC(=O)Nc1ccc(NC(=O)c2cnc(Nc3ccc(-n4ccnc4)cc3)s2)cc1,0.9,30.9
c1nc2nc(N3CCOCC3)nc(Nc3ccc(N4CCOCC4)cc3)c2[nH]1,7.7,4.8
O=C(NCc1cccc(C(F)(F)F)c1)c1ccnc(NCCCN2CCCC2=O)c1,-4.7,1.5
CCCNc1nc(N2CCN(Cc3ccc4c(c3)OCO4)CC2)nc2c1ncn2CCN1CCCC1=O,-4.8,-6.8
CN1CCN(C(=O)c2ccc(-c3nc(C(=O)NCCN4CCOCC4)cs3)cc2)CC1,2.6,-9.9
CCN(CC)c1nc(NCCN(C(C)C)C(C)C)nc(Nc2ccc(N3CCOCC3)cc2)n1,4.0,-3.4
CN(C)c1cccc(Nc2cc(NC3CCN(Cc4ccccc4)CC3)ncn2)c1,15.5,29.5
COc1cccc2cc(-c3csc(NC(=O)Cc4ccccc4)n3)oc12,-13.0,·
CC(C)N(CCNc1cc(Nc2ccncn2)nc(N)n1)C(C)C,3.1,-9.0
# More entries:
SMILES,ULK1 inh,ASK1 primary
Oc1ccc(CCNc2nc(-c3csc4ccccc34)nc3c2ncn3-c2ccccc2)cc1,-58.3,22.1
OCCNc1cc(Oc2ccccc2)ncn1,11.8,-5.7
COCCCNC(=O)CC1(CC(=O)O)CCCC1,-2.9,·
Cc1cnc(Nc2ncccn2)nc1NCc1ccccc1,-12.1,-12.8
CCN(CC)C(=S)SSC(=S)N(CC)CC,9.1,·
Fc1ccc2c(c1)C1OCCC1C(c1ccccc1)N2 (stereo unspecified),4.5,·
c1ccc(Nc2nc(N3CCc4ccccc4C3)nc3c2ncn3C2CCCCC2)cc1,-3.0,1.6
O=C1CCCN1CCCNc1cc(Nc2ccncn2)ncn1,9.1,-19.5
COc1ccc(-c2cccc(C(N)=O)c2)cn1,3.2,-3.2
O=C(Nc1ccc(N2CCOCC2)cc1)c1ccnc(Cl)c1,0.4,-10.1
COc1ccc(CCNC(=O)c2cccc(N3CCN(c4ccccn4)CC3)n2)cc1,0.2,7.4
Cc1nc(C)n(-c2ccc(Nc3nccc(NCc4ccccc4)n3)cc2)n1,-14.1,-6.9
Cc1cnc(C(=O)NCCc2ccc(S(=O)(=O)NC(=O)NC3CCCCC3)cc2)cn1,-6.8,·
O=C(NC1CC1)c1ccc(-c2nc(NCCO)c3ncn(Cc4ccc(C(F)(F)F)cc4)c3n2)cc1,-21.2,-15.3
Nc1cccc(-c2cc(C(=O)Nc3ccc(N4CCOCC4)cc3)ccn2)c1,-9.3,15.2
COc1ccc2cc([C@H](C)CO)ccc2c1,-0.2,·
Cc1occc1C(=O)N/N=C/C=C/c1ccccc1[N+](=O)[O-],3.7,·
CCCNc1nc(Nc2ccc3ncccc3c2)nc2c1ncn2C(C)C,18.1,14.6
COc1ccc(C(=O)c2oc3cc(NC(=O)c4ccccc4F)ccc3c2C)cc1OC,7.4,·
CCN(CC)C(=O)C1CCCN(c2ccc(-n3cc(CC(=O)NCCO)c4ccccc43)nn2)C1 (stereo unspecified),0.2,-6.3
Cn1c(Nc2ccc(N3CCC(C(=O)NCc4cccnc4)CC3)nn2)nc2ccccc21,10.8,-4.1
CN1CCC(Oc2ncccc2C(=O)Nc2ccc3[nH]ncc3c2)CC1,5.1,-23.5
CCN(CC)C(=O)c1cccnc1,-4.9,·
CC(=O)Nc1ccc(NC(=O)c2ccc3nc(Nc4ccncc4)sc3c2)cc1,14.4,-21.1
C=CCN1CCc2nc(N)sc2CC1,5.7,·

# Copied from the list:
# Entry of COc1ccc(C(=O)c2oc3cc(NC(=O)c4ccccc4F)ccc3c2C)cc1OC in ULK1 inh: 7.4
# Entry of CCCNc1nc(Nc2ccc3ncccc3c2)nc2c1ncn2C(C)C in ULK1 inh: 18.1

# Back to the main list, starting 4 compounds before the break.
SMILES,ULK1 inh,ASK1 primary
CN1CCC(Oc2ncccc2C(=O)Nc2ccc3[nH]ncc3c2)CC1,5.1,-23.5
CCN(CC)C(=O)c1cccnc1,-4.9,·
CC(=O)Nc1ccc(NC(=O)c2ccc3nc(Nc4ccncc4)sc3c2)cc1,14.4,-21.1
C=CCN1CCc2nc(N)sc2CC1,5.7,·
CCOc1cccc(CN(C(=O)c2nc3ccc(-c4cn[nH]c4)cc3s2)C2CC2)c1,2.8,-19.1
CC(C)COC(=O)Nc1ccc2c(c1)OCO2,-6.8,·
Cc1cnc(C(=O)O)cn1,-6.6,·
COc1ccc(CCNc2cc(C)nc(-c3csc4ccccc34)n2)cc1,-23.7,-13.8
FC(F)(F)c1cccc(CNc2ncnc3nc(-c4csc5ccccc45)[nH]c23)c1,-19.3,1.1
COc1ccc(-c2nc(Nc3ccccc3)c3ncn(Cc4ccc(C(F)(F)F)cc4)c3n2)cn1,-5.9,-0.2
O=C(NCCc1ccc(O)cc1)c1ccnc(NC2CCN(Cc3ccccc3)CC2)c1,-2.5,1.8
CCN1CCC[C@H]1CNC(=O)c1c(OC)ccc(I)c1O,-0.4,·
O=C1CCCN1CCn1cnc2c(Nc3ccccc3)nc(N3CCN(Cc4ccc5c(c4)OCO5)CC3)nc21,-11.6,18.2
COc1cc2nc(NC3CCN(Cc4ccccc4)CC3)nc(NCCO)c2cc1OC,-2.4,0.7
Oc1ccc(CCNc2nc(Nc3ccccc3)nc3c2ncn3-c2ccccc2)cc1,-33.0,15.7
CNNCc1ccc(C(=O)NC(C)C)cc1,0.7,·
COC(=O)C1OC2OC3(CCCCC3)OC2C2OC3(CCCCC3)OC12 (stereo unspecified),-11.8,·
NC(=O)c1ccc(-c2cncc(C(=O)NCCCN3CCCC3=O)c2)cc1,1.7,1.2
O=C(Nc1ccc(Oc2ccccc2)cc1)c1cccc(-c2cccs2)n1,-2.8,-11.4
COc1ccc(-c2nc(NCc3cccc(C(F)(F)F)c3)nc(OC)n2)cn1,3.8,-0.9
O=C(NCCOc1ccccc1)c1ccnc(Cl)c1,-3.1,3.3
NC(=O)c1csc(Nc2ccc(C(F)(F)F)cc2)n1,-37.6,3.8
Cc1cc(N)nc(-c2ccc(C(=O)N3CCN(C)CC3)cc2)n1,26.7,-12.8
CC(C)CC(NC(=O)OCc1ccccc1)C(=O)NC(C)C (stereo unspecified),-6.4,·
c1ccc(CN2CCC(Nc3ncnc4nc(Nc5ccc(N6CCOCC6)cc5)[nH]c34)CC2)cc1,16.0,5.0
c1ccc(-c2nc(NC3CC3)c3ncn(-c4ccccc4)c3n2)cc1,-2.1,-11.4
c1ccc(-c2nccc(Nc3ccc(N4CCOCC4)cc3)n2)cc1,-6.3,17.6
O=C(Nc1ccc2[nH]ncc2c1)[C@@H]1C[C@@H](O)CN1C(=O)c1ccc(Cl)cc1,-15.9,-5.1
Cn1c(Nc2nc(N)c3ncn(CCN4CCCC4=O)c3n2)nc2ccccc21,12.6,-27.1

# The closing 3 entries of the section above open the next one:
SMILES,ULK1 inh,ASK1 primary
c1ccc(-c2nccc(Nc3ccc(N4CCOCC4)cc3)n2)cc1,-6.3,17.6
O=C(Nc1ccc2[nH]ncc2c1)[C@@H]1C[C@@H](O)CN1C(=O)c1ccc(Cl)cc1,-15.9,-5.1
Cn1c(Nc2nc(N)c3ncn(CCN4CCCC4=O)c3n2)nc2ccccc21,12.6,-27.1
O=C(NCCN1CCOCC1)c1cccc(Nc2nccc3ccccc23)c1,1.5,-21.0
CCc1c(C)[nH]c2c(OC)cccc2c1=O,3.9,·
O=P(O)(O)CP(=O)(O)O,4.9,·
Cc1ccc(N2CCn3c(SCC(=O)NCc4ccc(F)cc4)nnc32)cc1,-7.1,·
Cc1cc(NCc2ccccc2)nc(-c2c(C)noc2C)n1,-10.3,-3.5
CC(=O)c1cccc(-c2nc(Nc3ccc(N4CCOCC4)cc3)c3ncn(Cc4ccc(C(F)(F)F)cc4)c3n2)c1,3.7,33.0
CC(=O)C12OC(C)(C)OC1CC1C3CCC4=CC(=O)C=CC4(C)C3(F)C(O)CC12C (stereo unspecified),5.8,·
CCNc1nc(Cl)nc(NCC(Cl)(Cl)Cl)n1,1.9,·
COc1cc(OC)nc(Oc2cccnc2C(=O)NCC(=O)OC(C)(C)C)n1,3.0,·
COc1ccc(CCNc2cc(C)nc(-c3c(C)nn(C)c3C)n2)cc1,-12.8,-12.5
COc1ccc(-c2nc(Nc3ccccc3)nc(OC)n2)cn1,-3.6,-18.1
COc1cc(Nc2nc(NC3CCN(Cc4ccccc4)CC3)nc3c2ncn3CCN2CCCC2=O)cc(OC)c1OC,0.7,-0.7
COc1ccc(CCNc2ccnc(NC3CCN(Cc4ccccc4)CC3)n2)cc1,-11.3,-3.6
COc1cc(Nc2nc(-c3cccc(C(C)=O)c3)nc3c2ncn3C2CCCCC2)cc(OC)c1OC,6.7,-10.1
CC(=O)N1CC[C@@H](NC(=O)c2cccc(-n3cc(NC(=O)Cc4ccccc4)cn3)c2)C1,3.2,-8.0
Cc1cc(NCc2cccc(C(F)(F)F)c2)nc(Nc2ccc(OC(F)(F)F)cc2)n1,-39.2,-32.7
Cc1cc(C)cc(S(=O)(=O)Nc2ccc(-c3ccc(N4CCCCC4)nn3)cc2)c1,6.5,·
CC(C)NC(=O)Cn1c(CO)cnc1SCC(=O)N1CCc2ccccc21,3.2,·
c1ccc(-c2ccn[nH]2)c(Nc2ccnc(Nc3ccc(N4CCOCC4)cc3)c2)c1,-2.9,24.9
COc1cc2nc(NCc3ccc4c(c3)OCO4)nc(Nc3ccc(NC(C)=O)cc3)c2cc1OC,-19.8,18.8
CC(=O)c1cccc(-c2nc(NCc3cccnc3)c3ncn(C(C)C)c3n2)c1,19.8,-7.6
Cc1ccc(-c2cnc(NC(C)c3ccccc3)nc2)cc1 (stereo unspecified),-6.2,·
O=C(NCc1cccnc1)c1cnc(Nc2cnccn2)s1,11.5,-6.0
CS(=O)(=O)c1ccc(N2CCCNCC2)cc1,5.0,·
O=C(NCCO)C1CCN(c2ccc(N3CCCC3CO)nn2)CC1 (stereo unspecified),-3.8,-4.7

# An excerpt of the results above:
SMILES,ULK1 inh,ASK1 primary
O=C(NCc1cccnc1)c1cnc(Nc2cnccn2)s1,11.5,-6.0
CS(=O)(=O)c1ccc(N2CCCNCC2)cc1,5.0,·
O=C(NCCO)C1CCN(c2ccc(N3CCCC3CO)nn2)CC1 (stereo unspecified),-3.8,-4.7

# (listing goes on)
SMILES,ULK1 inh,ASK1 primary
COc1ccc(CCNC(=O)c2cccc(N3CCCC3CO)n2)cc1 (stereo unspecified),-23.9,-3.9
O=C1CCCN1CCn1cnc2c(NCCO)nc(Nc3ccc(N4CCOCC4)cc3)nc21,29.4,0.7
O=C(NC1CCN(Cc2ccccc2)CC1)c1cnc(NCc2cccnc2)s1,14.4,2.0
CC(C)(C)NCC(O)COc1ccccc1C1CCCC1 (stereo unspecified),-5.2,·
Cc1ccccc1OCC(=O)Nc1ccc2c(c1)OCC(C)(C)C(=O)N2,-0.2,·
c1ccc(OCCNc2ncnc3nc(N4CCN(Cc5ccc6c(c5)OCO6)CC4)[nH]c23)cc1,-5.0,5.5
Cc1nn(S(C)(=O)=O)c(C)c1S(=O)(=O)N1CCCC(C)C1 (stereo unspecified),0.6,·
COc1cccc(C(=O)Nc2ccc3c(C)c(C(=O)c4ccc(OC)c(OC)c4)oc3c2)c1,4.2,·
c1ccc(Oc2ccc(Nc3nc(Nc4ccncc4)nc4c3ncn4-c3ccccc3)cc2)cc1,5.6,-8.4
O=C(NCc1ccccc1)C(C(=O)c1ccc(F)cc1)n1ccccc1=O (stereo unspecified),0.0,·
CN(C)c1cccc(Nc2ccc(N3CCC(C(=O)NC4CC4)CC3)nn2)c1,-1.8,1.0
Cc1ccc(-n2nnnc2CNC(=O)NCc2ccccc2)cc1C,-8.7,·
COc1ccc(/C(C)=N/Nc2nc3c(c(=O)[nH]c(=O)n3C)n2CC(O)COC(C)C)cc1 (stereo unspecified),-7.8,·
CC(=O)N1CCCN(c2ccc(S(C)(=O)=O)cc2)CC1,1.1,·
O=C(NCCN1CCOCC1)c1ccnc(Nc2nccc3ccccc23)c1,-0.7,-6.5
CN(C)c1cccc(Nc2nc(NC3CC3)c3ncn(C4CCCCC4)c3n2)c1,11.0,25.9
CNC(=O)c1ccccc1Nc1nc(Nc2ccc(N3CCOCC3)c(F)c2)ncc1Cl,90.2*,-60.5
O=[N+]([O-])c1cnn(-c2ccnc(Nc3ccc(N4CCOCC4)cc3)c2)c1,23.7,4.4

# Bioassay records: PubChem BioAssay, The Scripps Research Institute Molecular Screening Center
